# Screening results deposited in PubChem BioAssay by National Center for Advancing Translational Sciences (NCATS).
# Anesthetic bind = candidate novel general anesthetic via apoferritin binding. 350,000 tested, 0.074% active. AID 485281. P02791. Potency, µM (doses to about 77.5 µM), inactives show at the top dose activity change, negative = displacement, actives largely listed as inhibitors. apoferritin/1-aminoanthracene competitive binding, fluorescence; also: potency is read from the fitted curve at half-maximal effect; % is scaled to controls: 0 for no effect and ±100 for the full control effect; nearly all actives have a fitted effect of over 20% in size
#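 10 uM apoferritin + 50% sat. 1-AMA, PBS; cpd 10 min RT; Ex380/Em535 endpoint; normalized to free probe vs complex; 4-param Hill fit; propofol titration as pos. ctrl.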
# RXFP1 antagonist = antagonists of human relaxin receptor RXFP1; 350,000 tested, 0.59% active; HEK293-RXFP1, relaxin-stimulated cAMP HTRF, 30 min; active compounds read low; Q9HBX9; activity change, negative = inhibition, % at 57.5 µM; AID 1259400;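 active = activity change of -60% or lower, but not beyond a set lower limit; inconclusive = change between -60% and -40%, or beyond the set limit; inactive = change above -40%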; also: % is scaled to controls: 0 for no effect and ±100 for the full control effect
# Pol iota inh = DNA polymerase iota (human) inhibition | 390,000 tested, 1% active | Potency, µM (top dose mostly 115 µM), for the others: top-dose activity, negative = inhibition, most hits filed as inhibitors | AID 588590 | Pol iota fluorescent replication assay, 10 min; also: potency is read from the fitted curve at half-maximal effect
#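 Fluorescent replication assay read twice, at 0 min and 10 min after adding 50 nM (final) substrate. Enzyme (10 nM) and compounds were first incubated 15 min at room temperature; enzyme-free buffer wells were negative controls.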
# Pol beta inh = inhibitors of human DNA polymerase beta | P06746 | Pol beta primer extension/strand displacement, fluorescence kinetic | Potency, µM (titrated, usually from 114 µM), for the others: at the top dose activity change, negative = inhibition, most hits filed as inhibitors | 340,000 tested, 1.3% active | AID 485314; also: potency is read from the fitted curve at half-maximal effect; % is scaled to controls: 0 for no effect and ±100 for the full control effect
#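 Kinetic readout of DNA synthesis with strand displacement by Pol beta. Compound and 10 nM enzyme sit 15 min at room temperature; 50 nM substrate starts the reaction, read immediately and at 10 min.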
# Pol eta inh = DNA polymerase eta (human) inhibition. recombinant Pol eta, fluorescent DNA replication assay. Potency, µM (titrated, usually from 114 µM), without a hit: at the highest dose activity change, negative = inhibition, most hits filed as inhibitors. 390,000 tested, 1.2% active. AID 588591; also: potency is read from the fitted curve at half-maximal effect; % is scaled to controls: 0 for no effect and ±100 for the full control effect
# Target sequence (Q9Y253 whole entry, looked up): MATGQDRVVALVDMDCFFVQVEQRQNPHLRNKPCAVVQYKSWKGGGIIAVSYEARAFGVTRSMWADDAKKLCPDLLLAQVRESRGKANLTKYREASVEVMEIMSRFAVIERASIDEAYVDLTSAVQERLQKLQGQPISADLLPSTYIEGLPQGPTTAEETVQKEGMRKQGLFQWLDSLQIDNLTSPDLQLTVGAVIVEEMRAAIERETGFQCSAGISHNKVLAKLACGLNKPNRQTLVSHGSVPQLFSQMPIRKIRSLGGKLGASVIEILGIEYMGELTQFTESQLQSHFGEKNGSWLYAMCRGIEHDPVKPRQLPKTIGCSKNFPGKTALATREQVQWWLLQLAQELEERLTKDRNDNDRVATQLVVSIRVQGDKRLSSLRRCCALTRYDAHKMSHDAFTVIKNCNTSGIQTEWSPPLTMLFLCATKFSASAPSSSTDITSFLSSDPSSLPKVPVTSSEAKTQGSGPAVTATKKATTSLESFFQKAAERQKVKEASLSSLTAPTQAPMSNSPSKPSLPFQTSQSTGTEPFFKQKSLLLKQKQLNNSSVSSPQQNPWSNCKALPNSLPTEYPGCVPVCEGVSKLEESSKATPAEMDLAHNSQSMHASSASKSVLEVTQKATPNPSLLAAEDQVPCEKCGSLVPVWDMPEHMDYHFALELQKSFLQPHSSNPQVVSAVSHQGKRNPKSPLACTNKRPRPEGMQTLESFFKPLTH
#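 Fluorescent replication assay: 50 nM final substrate added after a 15 min room-temperature compound preincubation with 10 nM enzyme. Signal taken at 0 min and again at 10 min.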
# Tb PGK inh = T. brucei PGK inhibition; P07378; PGK/GAPDH coupled, Kinase-Glo luminescence, 60 min; Potency, µM (doses to about 57.5 µM), for the others: at the top dose activity change, negative = inhibition, usual class: inhibitors; 380,000 tested, 0.043% active; AID 602233; also: potency is read from the fitted curve at half-maximal effect; % is scaled to controls: 0 for no effect and ±100 for the full control effect; nearly all actives have a fitted effect of over 60% in size
#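 Luminescent ATP detection (Kinase-Glo Plus) follows a 60-minute room-temperature incubation, with wells lacking PGK as controls. Buffer: 100 mM TEA (pH 7.6), 5 mM MgCl2, 0.01% Tween-20. Coupling enzyme GAPDH (100 nM final) supplies unstable 1,3-BPG in-well.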
# BLM helicase inh = Bloom syndrome helicase (human) inhibition. 350,000 tested, 0.2% active. P54132. recombinant BLM DNA unwinding, fluorescence dequenching. Potency, µM (top dose mostly 56.1 µM), for inactives: top-dose activity change, negative = inhibition, most hits filed as inhibitors;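 also: potency is read from the fitted curve at half-maximal effect; plate controls were vehicle for no effect and no enzyme for full effect; nearly all actives have a fitted effect of over 35% in size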
# APEX1 inh = inhibitors of human APE1 endonuclease; recombinant APE1, TAMRA/BHQ-2 abasic DNA cleavage fluorescence; Potency, µM (highest dose often 65.8 µM), for the others: top-dose activity change, negative = inhibition, hits mostly inhibitors; 350,000 tested, 0.35% active; AID 2517;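 also: potency is read from the fitted curve at half-maximal effect; plate controls were vehicle for no effect and reference inhibitor for full effect; nearly all actives have a fitted effect of over 55% in size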
# Target sequence (P27695 whole entry, looked up): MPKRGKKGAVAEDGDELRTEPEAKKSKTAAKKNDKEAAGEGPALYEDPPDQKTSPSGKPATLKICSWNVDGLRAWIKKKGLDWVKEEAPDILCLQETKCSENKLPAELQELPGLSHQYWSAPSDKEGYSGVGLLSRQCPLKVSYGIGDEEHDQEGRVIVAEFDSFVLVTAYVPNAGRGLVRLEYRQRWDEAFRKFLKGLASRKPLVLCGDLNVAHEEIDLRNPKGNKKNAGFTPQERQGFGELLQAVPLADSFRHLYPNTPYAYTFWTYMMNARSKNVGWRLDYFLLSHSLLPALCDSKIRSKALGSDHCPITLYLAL
#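 Incision of a quenched TAMRA/BHQ-2 THF abasic-site duplex (50 nM) by 0.75 nM APE1, after 15 min compound preincubation, measured as fluorescence increase over three 60 s reads. Values normalized to buffer, DMSO and NSC13755 control wells.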
# POLK inh = DNA polymerase kappa (human) inhibition. Q9UBT6. purified Pol kappa, fluorescent DNA synthesis assay, 10 min. Potency, µM (highest dose often 107 µM), for the others: top-dose activity, negative = inhibition, actives largely listed as inhibitors. 400,000 tested, 0.53% active. AID 588579; also: potency is read from the fitted curve at half-maximal effect; % is scaled to controls: 0 for no effect and ±100 for the full control effect
#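 Pol kappa 10 nM + cpd, 15 min RT; start w/ substrate 50 nM final; fluorescence kinetic read, 0 and 10 min. Neg ctrl: buffer, no enzyme.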
# Numbers without * were called inactive; i = inactive; u = inconclusive; x = no result given; [ ] = remark or other dose. Unless noted, calls follow the shape of the dose curve; as a rule, active = well fitted curve in the direction sought with a large enough effect; inconclusive = small, poorly fitted or top-dose-only effect, or another doubt; inactive = no such curve, though single readings can be large; an effect the other way counts as inactive or inconclusive.
# The opening three entries, to show the layout:
no.	canonical_smiles	Anesthetic bind	RXFP1 antagonist	Pol iota inh	Pol beta inh	Pol eta inh	Tb PGK inh	BLM helicase inh	APEX1 inh	POLK inh
1	O=C(O)c1ccc(Cl)c(S(=O)(=O)N(Cc2ccccc2)c2ccccc2)c1	2%	-1	18%	-1%	-16%	2%	2%	7%	-9%
2	Cc1nc(N)ncc1-c1ccc2c(c1)OCO2	-6%	-4	135%[activator]	-24%	-25%	-5%	-1%	19%	-8%
3	COc1ccc(NC(=O)c2cccc(NC(=O)c3ccco3)c2)c(OC)c1	-15%	-1	6%	11%	-7%	x	-4%	11%	-7%

# The list itself (from the top)
no.	canonical_smiles	Anesthetic bind	RXFP1 antagonist	Pol iota inh	Pol beta inh	Pol eta inh	Tb PGK inh	BLM helicase inh	APEX1 inh	POLK inh
1	O=C(O)c1ccc(Cl)c(S(=O)(=O)N(Cc2ccccc2)c2ccccc2)c1	2%	-1	18%	-1%	-16%	2%	2%	7%	-9%
2	Cc1nc(N)ncc1-c1ccc2c(c1)OCO2	-6%	-4	135%[activator]	-24%	-25%	-5%	-1%	19%	-8%
3	COc1ccc(NC(=O)c2cccc(NC(=O)c3ccco3)c2)c(OC)c1	-15%	-1	6%	11%	-7%	x	-4%	11%	-7%
4	COC(=O)CSc1ncnc2c1cnn2Cc1ccccc1	-18%	4	u	3%	-9%	-7%	1%	-1%	0%
5	O=S1(=O)c2ccccc2N=NN1Cc1ccc(Cl)c(Cl)c1	-21%	x	x	-18%	x	x	-1%	2%	x
6	c1nc(NC2CCNCC2)c2cc(-c3ccc4c(c3)OCO4)ccc2n1	-10%	x	x	x	x	x	24%	-3%	u
7	Cc1occc1C(=O)Nc1sc2c(c1C(N)=O)CCC(C(C)(C)C)C2 (stereo not drawn)	-18%	9	91%[activator]	0%	-7%	x	-6%	6%	-15%
8	O=C(Nc1ccc2oc(-c3ccncc3)nc2c1)c1ccc([N+](=O)[O-])o1	-7%	2	u	u	u	-6%	-9%	12%	-10%
9	CCc1ccccc1NC(=O)N1C2CCCC1CC(NC(C)=O)C2 (stereo not drawn)	-5%	-14	15%	-1%	-9%	i	-1%	1%	-1%
10	N#Cc1c(-c2ccccc2)nc(-c2cccnc2)[nH]c1=O	-6%	-7	114%[activator]	15%	2%	6%	-3%	-8%	-3%
11	COc1ccccc1N1CCN(C(=O)Cn2c(=O)n3nc(-c4cccc(F)c4)nc3c3ccccc32)CC1	-3%	4	-18%	6%	-2%	-1%	1%	x	-3%[60.1 µM]
12	CC(=O)N1CCc2c(sc3c2c(=O)n(CCc2ccccc2)c(=O)n3Cc2ccc(Cl)cc2)C1	-3%	x	23%	-1%	-20%	-8%	-11%	x	-3%
13	Cc1ccc(S(=O)Cc2nc(-c3ccc(C(=O)NC(C)c4ccccc4)cc3)oc2C)cc1 (stereo not drawn)	u	x	24%	-1%	-3%	-3%	-17%	x	-6%
14	Cc1ccc(-c2nn(-c3ccccc3)cc2CSC(=N)N)cc1	-15%	u	15%	9%	-13%	-1%	-2%	-3%	-11%
15	CCN1CCC(=NNC(=O)c2ccco2)CC1	-7%	-3	-5%	-1%	-16%	-2%	0%	-3%	-5%
16	O=[N+]([O-])c1cccc(/C=C/c2nc3ccc([N+](=O)[O-])cc3[nH]2)c1	-10%	-21	u	12%	u	-4%	-16%	-2%	-3%
17	c1ccn(-c2ccc(N3CCOCC3)cc2)c1	-4%	x	11%	18%	-7%	-3%	-3%	3%	0%
18	COc1cccc(NC(=S)Nc2cccc3ccccc23)c1	-8%	15	51%[activator]	2%	-15%	i	-7%	42%	-12%
19	COC(=O)CN1C(=S)N(C)C(=O)C1CC(=O)Nc1ccccc1 (stereo not drawn)	-1%	-7	20%	26%	-2%	1%	0%	-1%	-22%
20	CCOC(=O)N1CCN(C(=O)CN(C2CCCCC2)S(=O)(=O)c2ccc(F)cc2)CC1	-10%	15	32%[activator]	14%	-15%	x	-3%	13%	-6%
21	O=C(O)CN1CCN(Cc2ccccc2Cl)C1=O	-6%	4	15%	45%	9%	4%	-4%	0%	0%
22	COc1ccc(NC(=O)CS(=O)c2ccccc2Cl)cc1 (stereo not drawn)	-6%	-2	u	-14%	-9%	-3%	-4%	50%[activator]	5%
23	COc1ccc(Cc2nnc(NS(=O)(=O)c3ccc([N+](=O)[O-])cc3)s2)cc1	-7%	-16	u	u	-11%	-10%	-11%	4%	-11%
24	CCS(=O)(=O)N1CCN(C(=O)c2cccc(OC)c2)CC1	-5%	11	13%	-5%	-6%	0%	-1%	1%	-8%
25	CC(C(=O)NC1CCCc2ccccc21)N1CCN(c2ccc(F)cc2)CC1 (stereo not drawn)	3%	1	-4%	4%[57.1 µM]	-21%	-8%	2%	0%	-8%
26	CCN(C(=O)Cn1nnc2sc3c(c2c1=O)CCC(C(C)(C)C)C3)c1cccc(C)c1 (stereo not drawn)	u	-8	29%	-3%	x	x	-1%	x	1%
27	Cc1cccc(NC(=O)CSc2nnc(CNC(=O)c3ccco3)o2)c1C	-8%	1	5%	-10%	-16%	-8%	0%	36%[activator]	7%
28	CC(=O)c1cccc(N(CC(=O)N2CCCC2)S(C)(=O)=O)c1	1%	9	u	1%	-5%	3%	2%	-1%	-11%
29	COC(=O)[C@@]12CCCN1[C@H](c1ccc(-c3ccc(Cl)c(Cl)c3)c(OC)c1)[C@H]1C(=O)N(C)C(=O)[C@H]12	x	x	12%	x	-21%	i	x	7%	1%
30	CC(C)Oc1ccc(S(=O)(=O)N2CCOCC2)cc1NC(=O)CN1C(=O)NC2(CCCC2)C1=O	-7%	6	4%	1%	-6%	-8%	-2%	-15%	-14%
31	COc1cccc(C(=O)N(Cc2ccc(N(C)C)cc2)C2CCS(=O)(=O)C2)c1 (stereo not drawn)	-9%	0	7%	-13%	3%	-2%	-4%	-6%	-2%
32	O=C(NN1CCOCC1)c1cccc(COc2cccc(Br)c2)c1	u	-16	43%[activator]	7%	-1%	0%	-7%	-2%	-5%
33	CCCCCCCOc1ccc(OC(=O)c2cccnc2)cc1	-18%	-8	10%	2%	-6%	-1%	-4%	1%	-5%[60.1 µM]
34	CCn1c(=O)n(CC)c2cc(N3CCCC3)c(NC(=O)c3ccccc3F)cc21	1%	-30	78%[activator]	-24%	-19%	-6%	-2%	4%	0%
35	O=C(CN1C(=O)CSC1=O)Nc1ccc(C(=O)O)cc1	-7%	-6	15%	13%	-17%	-3%	-1%	12%	-2%
36	CCOC(=O)N1CCN(C(=O)CSc2ccc(-c3cccc(OC)c3)nn2)CC1	-9%	-18	56%[activator]	32%	-7%	8%	-6%	5%	-5%
37	Cc1cc(C(=O)NCc2ccc(S(N)(=O)=O)cc2)ccc1[N+](=O)[O-]	-2%	6	14%	-19%	-23%	4%	3%	4%	-3%
38	CC(=O)c1ccc(N2CCN(C(=O)c3ccccc3SCC(=O)NCc3ccco3)CC2)c(F)c1	x	-1	19%	x	-13%	0%	x	x	-5%
39	Cc1nc(-c2ccccn2)sc1C(=O)O	-5%	-7	50%[activator]	1%	-22%	-2%	-3%	-4%	2%
40	COCCn1c(=O)[nH]c2cc(C(=O)NCCN3CCN(c4ccccc4F)CC3)ccc2c1=O	-15%	4	21%	10%	7%	-2%	1%	-1%	-8%
41	Cc1ccc(CN2CCSc3ccc(C(=O)Nc4ccc(F)cc4F)cc32)cc1	687%[activator]	-10	-10%	26%	-21%	-8%	-9%	x	-8%
42	CC(C)(O)C#Cc1ccc(CN2CCC(n3nccc3NC(=O)C3CC3)CC2)cc1	-7%	0	-6%	1%	5%	5%	1%	21%	-14%
43	Cc1[nH]n(-c2cccc(Cl)c2)c(=O)c1/C=N/n1c(C)nc2ccccc2c1=O	-15%	12	6%	74%	-11%	-4%	-2%	-12%	-3%
44	Cc1onc(-c2c(F)cccc2Cl)c1C(=O)Nc1nc2ccccc2[nH]1	u	-3	-12%	0%	-13%	-5%	4%	-2%	-23%
45	Cc1ccc(OCC(=O)NNC(=O)C(C)Sc2ncnc3sc(C)c(C)c23)cc1 (stereo not drawn)	-21%	-10	-16%	u	u	-5%	-15%	-2%	-9%
46	COc1cccc(-c2csc(N3CCN(C(=S)Nc4ccccc4C)CC3)n2)c1	-14%	-7	24%	4%	-16%	i	-10%	2%	6%
47	N#CC1=C2SCN(Cc3ccco3)CN2C(=O)CC1c1ccccc1F (stereo not drawn)	-12%	-5	6%	-3%	-5%	-4%	-16%	6%	1%
48	O=C(CNC(=O)N1CC(=O)Nc2ccccc21)NCCc1c[nH]c2ccccc12	-9%	x	1%	-1%	-9%	7%	-1%	1%	-9%
49	CC(C)(C)NCc1cc(Br)ccc1OC1CCCC1	-16%	-6	u	20%	-6%	0%	-3%	3%	-4%
50	CN(Cc1ccccc1)C(=O)c1nc(-c2ccc(Cl)cc2)n2c1CCCCC2	-19%	-8	31%[activator]	0%	-21%	-4%	-4%	x	-20%
51	O=C(CCNC(=O)c1ccccc1Cl)Nc1ccc(S(=O)(=O)Nc2nccs2)cc1	x	1	3%	x	2%	-3%	x	6%	-6%
52	O=C(COc1ccc(Br)cc1)NCCCN1CCCC1=O	x	-4	30%	x	-12%	-1%	x	14%	12%
53	O=C(Nc1ccc2[nH]ccc2c1)c1ccc(F)cc1	6%	0	-7%	3%	0%	-7%	-2%	3%	-13%
54	C=CCn1c(SC)nnc1-c1ccc2ncccc2c1	2%	-10	50%[activator]	33%	-6%	5%	1%	0%	-4%
55	COC(=O)c1cc(COC(=O)c2nc3nccc(C)n3n2)oc1C	-11%	3	5%	0%	-13%	5%	-3%	-1%	-16%
56	Cc1cccc(N(C(=O)c2csnn2)C(C(=O)NC(C)(C)C)c2cccs2)c1 (stereo not drawn)	-1%	-3	-6%	-20%	-3%	1%[11.5 µM]	-1%	1%	-11%

# An excerpt, so the mix of outcomes need not match the whole.
